# D1 PAM = potentiators of human D1 dopamine receptor | hit rate 0.036% among 360,000 | potentiation, % at 10 µM | P21728 | AID 504651 | HEK293 TREx D1 cells, calcium flux, dopamine EC20 potentiation; in the data active = potentiation above about 30%; also: 0% is about no effect
# Target sequence (P21728 whole entry, looked up): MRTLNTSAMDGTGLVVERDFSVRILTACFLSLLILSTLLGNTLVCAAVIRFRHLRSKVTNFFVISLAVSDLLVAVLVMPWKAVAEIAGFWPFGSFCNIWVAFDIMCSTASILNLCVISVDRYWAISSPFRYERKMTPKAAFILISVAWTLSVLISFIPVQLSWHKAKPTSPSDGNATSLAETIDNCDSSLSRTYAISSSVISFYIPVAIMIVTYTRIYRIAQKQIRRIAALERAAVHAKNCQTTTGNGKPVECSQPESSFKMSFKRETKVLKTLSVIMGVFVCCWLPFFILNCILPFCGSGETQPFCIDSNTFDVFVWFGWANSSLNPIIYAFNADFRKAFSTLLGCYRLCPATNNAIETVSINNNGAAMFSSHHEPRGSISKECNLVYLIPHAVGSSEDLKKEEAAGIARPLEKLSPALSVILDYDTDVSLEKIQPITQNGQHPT
# D2 potentiator = D2 dopamine receptor (human) potentiation; P14416; HEK293 T-REx D2, calcium flux, EC20 dopamine potentiation; potentiation, % at 10 µM; hit rate 0.34% among 340,000; AID 485347;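 active = potentiation over 3 SD above the plate norm, cut at about 30% in these data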; also: 0% is about no effect
#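 Potentiation of an EC20 dopamine calcium response is measured in a force-coupled, tetracycline-inducible Hek293 Trex D2 line. Compound-only kinetic reads over 180 s flag agonists before dopamine addition.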
# TRHR ag = agonists of human TRH receptor; activation, % at 2 µM; AID 493084; hit rate 0.18% among 360,000; TRHR cells, calcium flux fluo-8, FDSS agonist mode; also: 0% is about no effect
# Target sequence (P34981 whole entry, looked up): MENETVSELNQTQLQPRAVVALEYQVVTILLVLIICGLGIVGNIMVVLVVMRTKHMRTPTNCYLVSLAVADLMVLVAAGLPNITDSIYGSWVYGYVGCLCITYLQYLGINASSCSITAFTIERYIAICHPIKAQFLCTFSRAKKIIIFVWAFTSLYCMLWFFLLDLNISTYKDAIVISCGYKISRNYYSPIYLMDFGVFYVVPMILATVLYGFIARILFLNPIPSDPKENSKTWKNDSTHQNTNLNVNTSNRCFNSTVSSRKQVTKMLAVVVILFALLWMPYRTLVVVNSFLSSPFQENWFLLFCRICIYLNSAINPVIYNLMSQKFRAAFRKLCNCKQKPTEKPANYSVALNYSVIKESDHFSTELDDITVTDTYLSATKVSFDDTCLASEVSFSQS
#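 Read-out: compound-evoked intracellular calcium rise in TRHR cells, fluo-8 dye, kinetic FDSS fluorescence at 1 s/cycle following a 10-cycle baseline. Cells cultured overnight before dye loading (30 min–1.5 h, RT).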
# D2 antag = antagonizes the human D2 dopamine receptor | P14416 | HEK293 TREx D2 cells, calcium flux, dopamine EC80 | inhibition, % at 10 µM | hit rate 2% among 340,000; in the data active = inhibition above about 30%; also: 0% is about no effect
#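 HEK293 T-REx D2 cells, tet-induced, calcium dye no-wash. Cpd pintool add, 180 s kinetic, then EC80 DA, 180 s kinetic. Ca flux read.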
# TRHR PAM = allosterically enhances the human TRH receptor; P34981; TRHR cells, fluo-8 calcium fluorescence, EC20 TRH enhancement; enhancement, % at 2 µM; hit rate 0.66% among 360,000; AID 493056; in the data active = enhancement above about 30%; also: 0% is about no effect
#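 TRHR-expressing cells loaded with fluo-8 calcium dye were read kinetically (ex 480/em 530) during compound addition, then stimulated with an EC20 of TRH (10 nM final). Enhancement of the Gq-mediated intracellular calcium response was scored.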
# D1 agonist = agonists of human D1 dopamine receptor; HEK293 T-REx D1 cells, calcium flux, agonist mode; activation, % at 2 µM; hit rate 1% among 360,000; AID 504660; also: 0% is about no effect
#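 Agonism was scored from calcium flux recorded over 180 s (1 read/s) after pintool compound addition, following a 10-cycle baseline. Cells were inducible force-coupled HEK293 TREx D1, plated overnight at 30 C and loaded with no-wash calcium dye.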
# RXFP1 antagonist = blocks the human relaxin receptor RXFP1 | Q9HBX9 | HEK293-RXFP1, relaxin-stimulated cAMP HTRF, 30 min; hits give low values | activity change, negative = inhibition, % at 57.5 µM | hit rate 0.59% among 350,000 | AID 1259400;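 active = activity change of -60% or lower, but not beyond a set lower limit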; also: % is scaled to controls: 0 for no effect and ±100 for the full control effect
# D2 agonist = activates the human D2 dopamine receptor; hit rate 0.53% among 340,000; HEK293 T-REx D2 cells, calcium flux agonist mode; P14416; activation, % at 2 µM;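 active = activation over 3 SD above normal in the single-dose calcium agonist read, cut at about 30% in these data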; also: 0% is about no effect
#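 HEK293 Trex D2 cells, tetracycline-induced, o/n 30 C 5% CO2; no-wash Ca dye, RT 30–90 min; 10-cycle baseline, 23 nl cpd added, kinetic Ca read 180 s; agonist hits = positive Ca response.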
# D1 antag = human D1 dopamine receptor antagonism | P21728 | HEK293 TREx D1 cells, calcium flux, dopamine EC80; hits give low values | activity change, negative = inhibition, % at 10 µM | hit rate 3.2% among 360,000; in the data active = activity change below about -30%; also: % is scaled to controls: 0 for no effect and ±100 for the full control effect
#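 Antagonism measured as reduced calcium response to an EC80 dopamine addition following 180 s compound pre-read; cells were inducible HEK293 Trex D1 plated overnight at 30 C, read kinetically at 1 cycle/sec.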
# The depositor's hits bear a star; . = not tested or not shown. Rule as the data show it, unless noted: active = activation above about 30%; inactive = the rest.
SMILES,D1 PAM,D2 potentiator,TRHR ag,D2 antag,TRHR PAM,D1 agonist,RXFP1 antagonist,D2 agonist,D1 antag
Cc1occc1-c1nnc(SCc2nc3ccccc3c(=O)n2CC#N)n1C,2,-2,0.4,-1,1,1,9,0.3,-4
CSCCC(NC(=O)COc1ccccc1)C(=O)N1CCN(c2ccccc2O)CC1 (stereo not drawn),-6,-6,2.5,12,-6,-2,-4,-0.9,7
O=c1[nH]c(SCc2ccc(Cl)cc2)nc2c1CCC2,2,-2,-0.2,12,-6,1,-11,0.2,4
Oc1cccc(/C=N/Nc2ccc(Cl)nn2)c1O,8,10,0.2,20,11,2,-12,0.3,3
O=C1CN(C(=O)COc2ccc(Cl)cc2)C(c2ccc(F)cc2)c2cc(Cl)ccc2N1 (stereo not drawn),1,18,0.6,.,-2,6,-25,0.2,-30
CC(C)Oc1ccc(C(=O)N2CCN(CCc3ccccn3)CC2)cc1,0,-12,-0.6,.,0,-1,-7,1.1,8
O=C(CN1CCN(S(=O)(=O)c2ccccc2)CC1)N1CCCCC1,-1,4,-0.3,22,5,1,-2,-0.9,0
COc1ccc(CNC(=O)c2ccc(NC(=O)C3CCCO3)cc2)cc1 (stereo not drawn),2,9,0.8,5,1,1,10,0.4,-2
CCN(CC(=O)NC(=O)NCc1ccco1)Cc1ccccc1,-7,2,-0.1,7,-3,0,20,-0.8,-18
N=c1oc2cc(O)ccc2cc1C(=O)Nc1ccc(Br)cc1,-8,-7,14,-6,-5,14,-33,5.0,-2

# The last 2 compounds of the section above lead into the next.
SMILES,D1 PAM,D2 potentiator,TRHR ag,D2 antag,TRHR PAM,D1 agonist,RXFP1 antagonist,D2 agonist,D1 antag
CCN(CC(=O)NC(=O)NCc1ccco1)Cc1ccccc1,-7,2,-0.1,7,-3,0,20,-0.8,-18
N=c1oc2cc(O)ccc2cc1C(=O)Nc1ccc(Br)cc1,-8,-7,14,-6,-5,14,-33,5.0,-2
CSc1ccc(CN(C)CC(=O)Nc2ccc(C)cc2Br)cc1,2,8,0.3,-3,2,15,-9,0.6,-6
Cc1cc(F)ccc1NCc1ccccc1-c1nnc(-c2ccccc2Cl)o1,-2,.,0.3,.,-4,0,-10,0.4,4
COCCN(Cc1cc2cc3c(cc2nc1Cl)OCO3)C(=O)c1cccc(C)c1,-2,-6,-1.2,0,-10,9,14,16,7
COc1ccc(C2OC(=O)CC2C(=O)NCc2ccccc2Cl)cc1OC (stereo not drawn),-3,-5,2.3,3,-1,1,-1,0.5,31
CC(NC(=O)CCc1nc2cc(S(=O)(=O)N3CCOCC3)ccc2n1C)c1ccc(S(N)(=O)=O)cc1 (stereo not drawn),-2,2,0.3,-2,2,3,5,0.1,2
COc1ccc(C(=O)NNC(=O)CNC(=O)C2CCCCC2)cc1,-2,0,-0.7,3,-5,1,.,-0.7,1
O=C(O)CCc1ccc(-c2cccs2)n1NC(=O)c1ccc(Cl)cc1,8,13,0.7,10,-12,2,-15,0.3,0
CC(C)N1CCC(NC(=O)NC2CCCCC2)CC1,6,15,0.0,-31,6,3,-11,-0.4,7
CCOc1cc(S(=O)(=O)NCCc2cccc(C)c2)c(OCC)cc1-n1cnnn1,-5,3,-1.1,-12,5,10,-11,-2.2,-1
CCc1ccc(-c2cc(C(=O)NN3CCOCC3)c3ccccc3n2)s1,-8,.,-0.3,.,-12,2,-15,.,-5

# Ordered by value in D1 agonist (lowest first): 7 of the compounds above
Molecule	D1 agonist
Cc1cc(F)ccc1NCc1ccccc1-c1nnc(-c2ccccc2Cl)o1	0
COc1ccc(C2OC(=O)CC2C(=O)NCc2ccccc2Cl)cc1OC (stereo not drawn)	1
O=C(O)CCc1ccc(-c2cccs2)n1NC(=O)c1ccc(Cl)cc1	2
CC(C)N1CCC(NC(=O)NC2CCCCC2)CC1	3
COCCN(Cc1cc2cc3c(cc2nc1Cl)OCO3)C(=O)c1cccc(C)c1	9
CCOc1cc(S(=O)(=O)NCCc2cccc(C)c2)c(OCC)cc1-n1cnnn1	10
CSc1ccc(CN(C)CC(=O)Nc2ccc(C)cc2Br)cc1	15

# Other structures.
SMILES,D1 PAM,D2 potentiator,TRHR ag,D2 antag,TRHR PAM,D1 agonist,RXFP1 antagonist,D2 agonist,D1 antag
COc1ccccc1CNc1ncnc2c1nnn2C,-3,14,-0.3,.,-4,2,-6,-0.6,.
CCOC(=O)c1ccoc1CSCc1ccc(C(=O)OC)o1,4,-3,-0.7,3,-2,4,-5,-2.2,5
CCOc1ccccc1-n1c(SCC(N)=O)nnc1-c1ccco1,-2,-9,-0.6,-3,4,2,13,0.4,6
CC1=C(c2ccc(C)c(C)c2)S(=O)(=O)N=C1N1CCN(c2cccc(C)c2)C(C)C1 (stereo not drawn),0,4,0.4,.,3,0,13,0.6,1
COc1ccc([N+](=O)[O-])cc1NC(=O)C(C)OC(=O)C1CCC1 (stereo not drawn),1,5,-0.2,9,0,0,-10,0.4,11
Cc1nc(=O)c(-c2ccccc2)c(C)n1-c1ccc(C(=O)O)cc1,-1,-6,0.3,15,-6,1,4,-0.5,12
COc1ccc(CCNC(=O)COc2ccc(C)nc2[N+](=O)[O-])cc1OC,-3,1,0.2,5,0,0,9,1.2,-3
COc1cc(OC)cc(-n2nnnc2SCC(=O)NCCc2ccc(OC)c(OC)c2)c1,2,-2,-0.3,-9,2,5,2,1.2,5
COc1ccccc1C1NC(=O)c2ccccc2O1 (stereo not drawn),-8,-9,-0.7,-6,-2,1,-16,0.5,26
COC(=O)c1cc2ccsc2n1Cc1nc(-c2ccc(OC)cc2)oc1C,-5,.,1.2,-10,-2,1,-12,1.5,10
CS(=O)(=O)C1=NN2C(=N)/C(=C\c3ccc(OC(=O)c4ccco4)cc3)C(=O)N=C2S1,-3,-1,0.1,11,-1,-1,-7,-0.1,-1
O=C(COC(=O)c1ccc(F)c(S(=O)(=O)N2CCOCC2)c1)NCc1ccco1,-2,-6,-0.9,-5,-3,2,-16,-0.1,-9
Cc1ccc(Cn2nc(C)c(NC(=O)c3cc(-c4ccc5c(c4)OCO5)on3)c2C)cc1,-1,4,1.1,-4,-2,5,6,0.7,-11
NS(=O)(=O)c1ccc(NC(=O)Cc2c(F)cccc2Cl)cc1,-1,-7,-0.2,-1,-1,2,-12,0.0,0
Brc1c(CSc2nncc3ccccc23)nc2ccccn12,0,22,-2.2,4,0,2,-4,-1.5,7
CCC(CO)NC(=O)C(=O)Nc1c2c(nn1-c1ccc(F)cc1)CSC2 (stereo not drawn),1,-12,-0.2,.,-4,-1,0,1.0,.
Cc1nc2sc(C(=O)Nc3ccccc3)c(N)c2c(C)c1[N+](=O)[O-],-6,-1,-1.8,1,20,5,2,6.8,33
CC(=O)N(CCC1(C(C)C)CCOC(C)(C)C1)Cc1ccco1 (stereo not drawn),-1,9,0.7,38*,-8,2,2,0.5,15
CN1CCC(N(C)C(=O)CCc2nc3ccccc3n2-c2ccccc2)CC1,-1,6,-0.3,8,4,1,-14,-0.2,2
CCOC(=O)c1cc(NC(=O)COc2ccc([N+](=O)[O-])cc2)cc(C(=O)OCC)c1,0,3,0.5,1,9,1,-30,-1.0,4
COC(=O)c1ccc(C2C(C(C)=O)=C(C)Nc3ncnn32)cc1 (stereo not drawn),2,-5,0.0,-2,-1,1,.,0.0,2
Cc1ccc2nc(-c3sc4nc(C)ccc4c3N)[nH]c2c1,-5,14,-0.2,-15,11,0,1,-2.9,-38*
CCc1c(C)sc2c1CCN(Cc1ccccc1C#N)C2c1ccccc1 (stereo not drawn),0,2,-1.2,.,3,2,-8,-2.1,-7
CN1C(N)=NC(=O)/C1=C/c1ccc(OC(F)(F)F)cc1,-2,2,-0.3,-22,3,0,-1,0.4,-6
N#Cc1ccc(-c2nc3ccc(Br)cc3c(=O)n2O)cc1,5,14,-2.5,15,4,3,2,0.4,6
COCCN(C(=O)C1CCC1)c1nnc(-c2cccnc2)s1,-6,5,-0.5,18,15,0,7,0.1,-3
O=S(=O)(NC1CCN(S(=O)(=O)c2ccc3c(c2)OCCO3)CC1)c1c(F)cccc1F,-7,.,-1.0,.,1,1,.,.,-30*
COc1ccc2nc(/C=N/NC(=O)[C@H](C)NC(=O)OC(C)(C)C)ccc2c1,-4,2,0.0,-5,-2,1,.,-0.3,3
O=C(N/N=C/c1ccco1)c1ccc(N2CCCC2=O)cc1,-5,4,0.9,10,-1,0,1,0.1,24
COCc1cc(C)nc2sc(C(=O)Nc3ccccc3O)c(N)c12,-6,14,-1.3,.,7,0,0,.,8
O=C(NCc1ccccc1)C1CCCN(c2nc3ccsc3c(=O)s2)C1 (stereo not drawn),-3,-4,-0.5,-1,-1,2,-17,0.5,-20
CC(Sc1nnc(-c2ccc(O)cc2)o1)C(=O)Nc1cccc2ccccc12 (stereo not drawn),-4,-1,-0.4,7,-2,2,-10,0.3,9
COc1ccc(NC(=O)COC(=O)CN2C(=O)c3ccccc3C2=O)cc1,-1,-1,-0.1,-12,7,2,-17,0.1,-11
Cc1nc(SCc2cccc(C(=O)O)c2)nc2c1CCCC2,12,1,-0.2,23,-2,8,1,-0.5,7
CCOC(=O)N1CCN(C(=O)CCn2c(=S)[nH]c3ccccc3c2=O)CC1,-3,3,-0.4,2,5,3,-19,0.6,8
COc1cc(NC(=O)c2ccc3c(c2)OCCO3)ccc1NC(=O)c1ccco1,-5,14,0.0,-15,-5,1,-8,1.0,-14
CCOc1ccc2ncc(C(=O)c3ccc(OC)cc3)c(N3CCN(CC)CC3)c2c1,-3,1,-0.5,1,0,0,.,-0.3,-10
Cc1ccc(-c2nc(=O)[nH]c3ccccc23)cc1,1,-5,-0.9,6,-3,1,1,0.5,3
O=C(NC(Cc1ccccc1)C(=O)O)/C(=C\c1ccco1)NC(=O)c1ccccc1Br (stereo not drawn),-14,-10,1.2,13,-8,1,-13,-0.9,-4
CCOC(=O)c1c(N2C(=O)Nc3cc(Cl)c(Cl)cc3N2O)sc2c1CCCCC2,-3,4,1.7,9,4,1,-13,0.5,-18
Cc1ccc(NC(=O)C2C3CCCC2C3c2ccccc2)cc1 (stereo not drawn),3,-2,0.0,-5,3,-1,4,-0.1,-4
Cc1cc(F)ccc1NC(=O)c1c(C)oc2c1C1=NCCN1C=N2,-8,22,-0.4,.,4,1,-7,0.1,-24
O=C(COc1ccc(-n2cnnn2)cc1)NCCc1ccc(F)cc1,-4,-5,-0.1,3,3,2,0,0.3,-2
CCOC(=O)c1c(-c2ccccc2Cl)csc1NC(=O)c1cc(S(=O)(=O)N2CCOCC2)ccc1C,2,17,1.1,-1,-1,1,-22,0.8,-1
CCOC(=O)c1cccc(NC(=O)c2cc3ccccn3n2)c1,-4,5,-0.3,.,-1,2,-3,.,13
CCN1C(=O)[C@H]2[C@@H](c3ccc(OC)cc3)N3C(=O)CN(Cc4ccccc4)C(=O)[C@@]3(C)[C@H]2C1=O,-2,.,0.4,.,-2,-1,.,.,-6

# Bioassay records: PubChem BioAssay, National Center for Advancing Translational Sciences (NCATS)
